IL-1B inflam inh: qHTS for Inhibitors of Inflammasome Signaling: IL-1-beta AlphaLISA Primary Screen | THP-1 LPS/ATP IL-1B secretion, AlphaLISA, 16 h; active compounds read low | activity change, % at 57.5 µM | 360,000 tested, 4.7% active; in the data active = activity change below about -50%; inconclusive = mostly about -30% to -49%; also: % is scaled to controls: 0 for no effect and ±100 for the full control effect
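Secreted IL-1B measured by AlphaLISA bead assay after 16 h compound exposure of THP-1 cells; compounds (final up to 57.5 uM) added 1 h before LPS (250 ng/mL) and ATP (1.25 mM) stimulation; lower signal means less secretion.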
KB-3-1 tox: qHTS assay for MDR1-selective chemotherapeutics: Primary screen using the parental adenocarcinoma cell KB-3-1; KB-3-1 viability, CellTiter-Glo ATP luminescence, 72 h; Potency, µM (top dose mostly 46.1 µM), for the others: top-dose activity change, negative = cytotoxic, actives largely listed as cytotoxic; 400,000 tested, 1.4% active; AID 1347075, 2019; also: potency is read from the fitted curve at half-maximal effect; % is scaled to controls: 0 for no effect and ±100 for the full control effect; nearly all actives have a fitted effect of over 60% in size
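Cells are dispensed, compounds pinned in, plates held at 37 °C for 72 h, then CellTiter-Glo is added and luminescence read after 10 minutes. Cell line: parental KB-3-1 in phenol-red-free DMEM, 10% FBS.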
HT1080NT lethal: qHTS for induction of synthetic lethality in tumor cells producing 2HG: qHTS for the HT-1080-NT fibrosarcoma cell line. HT-1080-NT fibrosarcoma viability, CellTiter-Glo ATP luminescence, 48 h. Potency, µM (top dose mostly 46.1 µM), for the others: top-dose activity, negative = less viability, actives largely listed as cytotoxic. 360,000 tested, 1.6% active. AID 686970, 2013;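 also: NT is the 2HG producing partner of a matched IDH1 knockdown line; potency is read from the fitted curve at half-maximal effect; 0% = DMSO-treated cells and -100% = media-only wells without cells; nearly all actives have a fitted effect of over 55% in size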
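Read-out is CellTiter-Glo luminescence after 10 minutes at room temperature, following 48 hours' compound treatment of HT-1080-NT cells (750 cells/well, RPMI, 5% FBS, 37 degrees C).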
ATXN2 expr inh: Primary qHTS for Inhibitors of ATXN expression; HEK-293 ATXN2-luciferase reporter, luminescence, 24 h; Potency, µM (doses to about 57 µM), inactives show at the top dose activity change, negative = inhibition, actives largely listed as inhibitors; 360,000 tested, 0.72% active; AID 1745845, 2022; also: potency is read from the fitted curve at half-maximal effect; % is scaled to controls: 0 for no effect and ±100 for the full control effect; nearly all actives have a fitted effect of over 55% in size
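ATXN2-luciferase reporter cells (luciferase flanked by upstream and downstream ATXN2 gene portions) were treated 24 h at 37 °C with compounds at up to 57 uM. SteadyGlo luminescence gave expression; GF-AFC fluorescence gave viability.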
HepG2 viability: qHTS for Inhibitors of TGF-b: Cytotox Counterscreen | Potency, µM (highest dose often 46.1 µM), without a hit: top-dose activity change, negative = cytotoxicity, actives largely listed as cytotoxic | 410,000 tested, 0.76% active | AID 588856, 2011 | HepG2 CAGA-GFP viability, ATP luminescence, 18 h; also: potency is read from the fitted curve at half-maximal effect; some results filed as inactive show a strong effect at the top dose
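CellTiter-Glo luminescence gave cytotoxicity after 18 hours at 37 degrees C. The cells were HepG2 CAGA-GFP in 1% FBS DMEM, stimulated with 500 pg/mL TGF-beta after compound addition. %Activity was normalised to no-cell wells (complete cell-killing) and DMSO (no toxicity), and curves were fitted and classified.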
ATXN viability: Viability Counterscreen for Primary qHTS for Inhibitors of ATXN expression; S2 cells (HEK-293 line with an ATXN2-luciferase reporter) viability, CellTiter-Fluor protease fluorescence, 24 h; Potency, µM (titrated, usually from 56.7 µM), most hits filed as cytotoxic; 400,000 tested, 0.49% active; AID 651635, 2014; also: potency is read from the fitted curve at half-maximal effect; nearly all actives have a fitted effect of over 40% in size
MCF10A rereplic: A quantitative high throughput screen for small molecules that induce DNA re-replication in MCF 10a normal breast cells. MCF 10A DNA re-replication, Hoechst nuclear intensity, 48 h. Potency, µM (highest dose often 46.1 µM), without a hit: top-dose activity, positive = re-replication, hits mostly activators. 350,000 tested, 2.9% active. AID 624296, 2012; also: potency is read from the fitted curve at half-maximal effect; % of control where 0% means no effect; nearly all actives have a fitted effect of over 50% in size
HT1080 IDH1KD tx: qHTS for induction of synthetic lethality in tumor cells producing 2HG: qHTS for the HT-1080-IDH1KD cell line; HT-1080 IDH1 knockdown viability, ATP luminescence, 48 h; Potency, µM (top dose mostly 46.1 µM), without a hit: at the highest dose activity, negative = toxicity, hits mostly cytotoxic; 360,000 tested, 2% active;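 also: potency is read from the fitted curve at half-maximal effect; 0% = DMSO wells and -100% = cell-free medium wells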
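IDH1KD HT-1080 cells, 750/well, RPMI + 5% FBS; compound pinned after 2 h settling; 48 h, 37 °C; CellTiter-Glo luminescence; % activity normalised to DMSO and no-cell wells; curves fitted, classed by r2 and efficacy.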
SW480 rerep: A quantitative high throughput screen for small molecules that induce DNA re-replication in SW480 colon adenocarcinoma cells | SW480 DNA re-replication, Hoechst DNA content imaging, 48 h | Potency, µM (top dose mostly 46.1 µM), for the others: at the highest dose re-replication activation, actives largely listed as activators | 340,000 tested, 1.8% active | AID 624297, 2012; also: potency is read from the fitted curve at half-maximal effect; % of control where 0% means no effect; nearly all actives have a fitted effect of over 55% in size
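Quantitative HTS format with DMSO vehicle controls; 48 hr drug incubation at 37 C, then 40 min Hoechst staining and scanning imager measurement at 405 nm excitation.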
Active calls of the source: *; i = inactive; ? = inconclusive; . = no result given; & = joins results of further samples; [ ] = dose if it differs, or a comment. Unless noted, calls follow the shape of the dose curve; as a rule, active = well fitted curve in the direction sought with a large enough effect; inconclusive = small, poorly fitted or top-dose-only effect, or another doubt; inactive = no such curve, though single readings can be large; an effect the other way counts as inactive or inconclusive. Rows were taken by chance; any-hit rate near 8.9%.

SMILES	IL-1B inflam inh	KB-3-1 tox	HT1080NT lethal	ATXN2 expr inh	HepG2 viability	ATXN viability	MCF10A rereplic	HT1080 IDH1KD tx	SW480 rerep
CC(OC(=O)Cc1n[nH]c(=O)c2ccccc12)C(=O)N(C)c1ccccc1 (stereo unspecified)	5	?	?	.	-34%	i	.	?	.
COc1cc(NC(=O)c2cc3ccccc3o2)ccc1NC(=O)c1ccco1	-27	2%	-6%	-5%	-40%	i	?	1%	?
COc1ccc(NC(=O)c2cc(-c3ccccn3)nc3ccccc23)c(OC)c1	?	-17%	0%	-24%	-10%	i	12%	-16%	1%
C[C@H]1CN([C@@H](C)CO)C(=O)Cc2cc(NC(=O)CCC(F)(F)F)ccc2O[C@H]1CN(C)S(C)(=O)=O	14	-1%	11%	3%	-5%	i	2%	10%	2%
Fc1ccccc1N1CCN(c2nc(-c3cccs3)nc3ccccc23)CC1	15	-7%	-7%	-2%	7%	i	18%	-18%	-3%
CC(=O)Nc1cc(-c2ccccc2)cn2c(-c3cccc(C(C)=O)c3)cnc12	-3	0%	-14%	-12%	-3%	?	.	?	.
CC(C)(C(=O)N1CCC1(C)C(=O)NC1Cc2ccccc2C1)c1ccccc1 (stereo unspecified)	37	0%	8%	-12%	-25%	?	.	-9%	.
COc1ccccc1CN1CC(C(=O)NCCc2ncccc2C)CCC1=O (stereo unspecified)	13	0%	2%	.	9%	i	-1%	5%	-5%
Cc1ccc(N2CCN(S(=O)(=O)c3nnc(NC(=O)c4ccccc4)s3)CC2)cc1	20	1%&13%	12%	-22%&12%	2%&-20%	i	12%	-1%	-19%
NC(=O)C1C(c2ccccc2)=C1c1ccccc1	8	-19%	1%	-4%	-4%	i	-1%	6%	3%
Cc1ccc(-c2csc3nc(=O)c(C)nn23)cc1	29	10%	-2%	3%	12%	i	20%	0%	3%
Cc1cc(-c2n[nH]c(=S)n2/N=C/C(Cl)=C/c2ccccc2)n[nH]1	-97*	?	?	36%	-20%	i	4.6µM*	?	?
COc1ccc(C(=O)/C=C/c2cn(CC(O)CN3CCOCC3)c3ccccc23)cc1 (stereo unspecified)	-93*	-23%	?	-1%	-6%	i	15µM*	?	15µM*
COc1cccc(NC(=O)CCN2C(=O)c3ccc([N+](=O)[O-])cc3C2=O)c1	-5	2%	24%	-20%	2%	i	0%	28%	?
O=C(Cc1ncc(C(F)(F)F)cc1Cl)Nc1ccc(F)cc1	13	10%	10%	7%	-2%	i	10%	11%	2%
O=C(NCc1cccs1)c1ccc2c(c1)OCCO2	0	2%	0%[9.24 µM]	53%[activator]	3%	i	-4%	-12%	-6%
CC(C)(C)OC(=O)Nc1ccccc1-n1nnnc1C(C(=O)c1ccc(F)cc1)N1CCN(c2ccccn2)CC1 (stereo unspecified)	30	16%	6%	.	.	.	.	4%	.
O=C(c1ccccc1)c1c(-c2ccccc2)[nH]n(-c2ccccc2)c(=O)c1=O	13	-28%	-2%	8%	14%	i	17%	-14%	-8%
CN(C(=O)COC(=O)c1ccccc1Nc1ccccc1)C1CCS(=O)(=O)C1 (stereo unspecified)	-25	-3%	-5%	-24%	-20%	i	?	-7%	-2%
CN1C(c2ccccc2)=NO[C@]1(C)c1ccccc1	-17	-1%	14%	4%	27%	?	4%	10%	-95%[inhibitor]
CCCCOC(=O)c1sc2nc(C)cc(C)c2c1N	?	-3%	-19%	80%[activator]	-21%	i	?	-23%	?
Cc1ccc(NCc2nnc(SCC(=O)Nc3ncc(C)s3)n2CC2CCCO2)c(C)c1 (stereo unspecified)	-10	-6%	-10%	6%	-6%	i	5%	-6%	-10%
O=[N+]([O-])c1ccc(CSc2nc3ncc(Br)cc3[nH]2)cc1	13	-1%	4%	.	1%	i	-1%	2%	-11%
OCCNCc1cccc2ccccc12	32	-7%	4%	-6%[11.3 µM]	15%	i	6%	7%	-5%
O=C(CN1CCN(C(c2ccccc2)c2ccccc2)CC1)N1CCOCC1	16	16%	3%	-9%	1%	i	1%	12%	1%
More results:
SMILES	IL-1B inflam inh	KB-3-1 tox	HT1080NT lethal	ATXN2 expr inh	HepG2 viability	ATXN viability	MCF10A rereplic	HT1080 IDH1KD tx	SW480 rerep
CC(C)(C)Nc1nc(Cl)nc(NCCN2CCOCC2)n1	-4	0%	-1%	-11%	34%	i	1%	-2%	1%
O=C(COC(=O)CNC(=O)c1ccccc1)NC(=O)NC1CCCCC1	-20	3%	12%	-4%	1%	i	7%	7%	-1%
O=C(Nc1ccccc1OC(F)F)c1ccc(F)cc1	-1	2%	16%	11%	0%	i	2%	21%	-7%
O=c1cc(CN2CCCCC2)nc(C2CC2)[nH]1	-20	16%	-1%	16%	-25%	i	-5%	14%	1%
COC(=O)[C@@]12C[C@@H](CC(=O)N3CCCC3)C(=O)N(Cc3ccc4c(c3)OCO4)C1=CCC(C)(C)C2	-24	-5%	5%	.	.	.	.	3%	.
CCOC(=O)c1ccc2ncc(C(=O)OCC)c(Nc3ccc(C)c(Br)c3)c2c1	.	-22%	.	2%	6%	i	.	.	.
CCOC(=O)Cn1c(=O)c(-c2ccccc2N)nc2ccccc21	-1	-4%	12%	-4%	5%	i	-5%	-2%	-1%
COc1ccccc1N1C(=O)CC(Sc2n[nH]c(-c3cccc(C)c3)n2)C1=O (stereo unspecified)	i	21%	?	30%	-56%	i	?	-26%	?
C[C@H](NC(=O)c1ncn2c1C(=O)NC[C@@H]2C)c1ccccc1	13	24%	2%	1%	-3%	i	.	8%	.
CCN(CC)CCC#CC(O)(c1ccccc1)C1CCCCC1 (stereo unspecified)	-6	-6%	-3%	-26%	-3%	?	-11%	-9%	-16%
CCOC(=O)c1c(NC(=O)Cn2nnc(-c3ccccc3Cl)n2)sc(C)c1C	20	2%	16%	-14%	1%	i	6%	16%	-1%
Cc1onc(-c2ccccc2Cl)c1C(=O)NCc1ccc2c(c1)cc(C)n2C	0	-18%	-14%	-25%	-1%	i	-5%	-1%	0%
CSc1ccc(S(=O)(=O)Nc2ccc(S(=O)(=O)Nc3ccc(C)cc3)cc2)cc1	19	-2%	?	-1%	-2%	i	19%	?	-3%
Cc1cc(=O)[nH]c(N=N/C(=N/Nc2ccc(O)cc2)c2ccccc2)n1	112	?	-19%	?	-25%	?	?	?	-2%[9.22 µM]
COc1ccc(CCNC(=O)C(=O)NCC2OCCN2S(=O)(=O)c2ccccc2)cc1OC (stereo unspecified)	-24	-2%	-8%	-11%	-51%	i	2%	-2%	-10%
Cc1ccc(S(=O)(=O)NCC(=O)NCC(=O)N(C)Cc2ccc(Br)s2)cc1C	-9	9%	0%	.	-11%	i	.	2%	.

Arranged by molar mass (descending): some entries from above.
SMILES	IL-1B inflam inh	KB-3-1 tox	HT1080NT lethal	ATXN2 expr inh	HepG2 viability	ATXN viability	MCF10A rereplic	HT1080 IDH1KD tx	SW480 rerep
Cc1ccc(NCc2nnc(SCC(=O)Nc3ncc(C)s3)n2CC2CCCO2)c(C)c1 (stereo unspecified)	-10	-6%	-10%	6%	-6%	i	5%	-6%	-10%
CN(C(=O)COC(=O)c1ccccc1Nc1ccccc1)C1CCS(=O)(=O)C1 (stereo unspecified)	-25	-3%	-5%	-24%	-20%	i	?	-7%	-2%
COc1ccc(NC(=O)c2cc(-c3ccccn3)nc3ccccc23)c(OC)c1	?	-17%	0%	-24%	-10%	i	12%	-16%	1%
COc1cccc(NC(=O)CCN2C(=O)c3ccc([N+](=O)[O-])cc3C2=O)c1	-5	2%	24%	-20%	2%	i	0%	28%	?
O=C(c1ccccc1)c1c(-c2ccccc2)[nH]n(-c2ccccc2)c(=O)c1=O	13	-28%	-2%	8%	14%	i	17%	-14%	-8%

Entries of single compounds, quoted from the list. Order of screens: IL-1B inflam inh, KB-3-1 tox, HT1080NT lethal, ATXN2 expr inh, HepG2 viability, ATXN viability, MCF10A rereplic, HT1080 IDH1KD tx, SW480 rerep
COc1ccc(CCNC(=O)C(=O)NCC2OCCN2S(=O)(=O)c2ccccc2)cc1OC (stereo unspecified) in the list: -24, -2%, -8%, -11%, -51%, i, 2%, -2%, -10%
CSc1ccc(S(=O)(=O)Nc2ccc(S(=O)(=O)Nc3ccc(C)cc3)cc2)cc1 in the list: 19, -2%, ?, -1%, -2%, i, 19%, ?, -3%
COC(=O)[C@@]12C[C@@H](CC(=O)N3CCCC3)C(=O)N(Cc3ccc4c(c3)OCO4)C1=CCC(C)(C)C2 in the list: -24, -5%, 5%, ., ., ., ., 3%, .

High-throughput results from PubChem.
